Source: PubChem
TDP1 cell noCPT: qHTS for Inhibitors of human tyrosyl-DNA phosphodiesterase 1 (TDP1): qHTS in cells in absence of CPT. AID 686978, 2013. Potency, µM (doses to about 46.2 µM), without a hit: top-dose activity change, negative = growth inhibition, hits mostly inhibitors. DT40 Tdp1-/- hTDP1 cells, no CPT, ATP luminescence, 48 h. 420,000 tested, 15% active; also: nearly all actives have a fitted effect of over 55% in size
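Readout: luminescence from CellTiter-Glo after 30 min in the dark at RT. Cells: DT40 Tdp1-/- with stable hTDP1, 400/well. Exposure: compounds alone, ≥48 hr, 37 °C.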
N370S GC: inhibitors or activators of N370S glucocerebrosidase for Gaucher disease; N370S GC spleen homogenate, 4MU-glucoside fluorescence; Potency, µM (titrated, usually from 59.4 µM), inactives show top-dose activity change, negative = inhibition, usual class: inhibitors; P04062; 330,000 tested, 0.092% active;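 also: 0% = full enzyme activity and -100% = no enzyme basal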
TDP1 block: blocks human tyrosyl-DNA phosphodiesterase 1; Q9NUW8; recombinant TDP1, AlphaScreen DNA substrate cleavage; Potency, µM (series often up to 130 µM), for the others: at the highest dose activity change, negative = inhibition, hits mostly inhibitors; 350,000 tested, 0.28% active; also: nearly all actives have a fitted effect of over 40% in size
Target sequence (Q9NUW8 whole entry, looked up): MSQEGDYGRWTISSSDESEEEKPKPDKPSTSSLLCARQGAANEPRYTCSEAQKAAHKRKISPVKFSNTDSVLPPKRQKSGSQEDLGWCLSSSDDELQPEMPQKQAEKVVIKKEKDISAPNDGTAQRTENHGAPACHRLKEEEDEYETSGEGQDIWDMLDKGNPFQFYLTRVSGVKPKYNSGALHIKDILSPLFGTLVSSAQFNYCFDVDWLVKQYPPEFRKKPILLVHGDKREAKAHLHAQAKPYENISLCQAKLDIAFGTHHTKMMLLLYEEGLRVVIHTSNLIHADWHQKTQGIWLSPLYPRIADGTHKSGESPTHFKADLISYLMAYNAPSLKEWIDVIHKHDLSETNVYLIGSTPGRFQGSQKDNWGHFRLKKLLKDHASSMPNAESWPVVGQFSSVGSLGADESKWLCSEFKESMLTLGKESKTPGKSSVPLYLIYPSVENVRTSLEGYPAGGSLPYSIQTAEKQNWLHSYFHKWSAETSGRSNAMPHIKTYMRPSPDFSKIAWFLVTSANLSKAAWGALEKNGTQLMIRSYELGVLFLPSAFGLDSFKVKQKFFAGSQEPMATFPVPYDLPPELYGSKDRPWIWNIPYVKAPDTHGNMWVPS
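AlphaScreen read-out: signal falls as enzyme removes the 3' tyrosine-FITC from a 5'-biotinylated DNA oligo (15 nM, 5 min, RT). Enzyme was E. coli-made recombinant Tdp1 at 1 nM, exposed to compound for 15 min beforehand; beads 10 ug/ml, 10 min.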
Active calls of the source: *; ? = inconclusive; . = not tested or not shown; & = joins results of further samples; [ ] = dose if it differs, or a comment. Calls follow the shape of the dose curve; as a rule, active = well fitted curve in the direction sought with a large enough effect; inconclusive = small, poorly fitted or top-dose-only effect, or another doubt; inactive = no such curve, though single readings can be large; an effect the other way counts as inactive or inconclusive. Unless noted, % is scaled to controls: 0 for no effect and ±100 for the full control effect; potency is read from the fitted curve at half-maximal effect.

SMILES	TDP1 cell noCPT	N370S GC	TDP1 block
C#CCOCCOCCOCCNc1nc(N2CCN(C(=O)CCCCCCCCCCNC(=O)[C@@H](CCC(=O)O)n3cc(CCCCCN)nn3)CC2)nc(N2CCN(C(=O)CCCCCCCCCCNC(=O)[C@H]([C@@H](C)CC)n3cc(CCCCCN)nn3)CC2)n1	?	?	9%
CC(=O)Nc1nonc1-c1nnc(SCC(=O)Nc2cc(C)cc(C)c2)n1-c1ccccc1	?	.	1%
COc1ccc(-c2noc(CNS(=O)(=O)c3ccc(NC(C)=O)cc3)n2)cc1OC	2%	-5%	2%
O=[N+]([O-])c1cccc(S(=O)(=O)[N-]c2nc3ccccc3nc2-n2cc[n+](Cc3ccccc3)c2)c1	-6%	22%	4%
CCCn1nnnc1SCC(=O)Nc1nnc(CC)s1	2%	-9%	4%
CCOCCCNC(=O)CN1C(=O)CSc2cc(S(=O)(=O)N3CCCCCC3)ccc21	-21%	5%	5%
O=C(O)Cc1ccc(O)c(F)c1	4%	24%	3%
C[C@@H]1C=C(C(=O)N2CCOCC2)O[C@H](OCc2ccc(CO)cc2)C1	-3%	-2%	1%
Cc1ccc(-c2nn(-c3ccccc3)cc2/C=N/NC(=O)c2ccncc2)o1	23µM*	-7%	6%
CCN1CCCC1CNC(=O)C1CCCN(S(=O)(=O)c2cccc3nsnc23)C1 (stereo not given)	-8%	6%	6%
C/C(=N\NC(=O)c1cccc(S(=O)(=O)N2CCCC2)c1)c1ccc(OCC(=O)N(C)C)cc1	-15%	-14%	-9%
COc1cc(C(=O)NCCCN2CCCC2=O)ccc1OCc1ccc(Cl)cc1Cl	18µM*	12%	0%
Cc1ccc(NC(=O)c2ccccc2)s1	-21%	-5%	6%
Cc1c(C)c2ccc(OCC(=O)NC(Cc3ccc(Cl)cc3)C(=O)O)cc2oc1=O (stereo not given)	-17%	1%	.
O=C(CN1CCc2ccccc21)NC(c1ccccc1)c1ccccc1	-16%	5%	1%
COc1ccc(-n2c(SCC(=O)NCC3CCCO3)nc3c(c2=O)SCC3)cc1OC (stereo not given)	1%	-6%	1%
O=C(OCc1cn(Cc2ccccc2)nn1)c1ccccc1	-3%	19%	-1%
Cc1ccccc1NC(=S)NC(=O)c1cc(-c2ccccc2)nc2ccccc12	?	4%	6%
CC(=O)OC1OCCOC1NC(=S)NCc1ccco1 (stereo not given)	-1%	-9%	-2%
CCc1ccccc1NC(=O)NNC(=O)c1ccc2ccccc2c1O	-13%	22%	1%
Cc1cccc(NC(=O)c2cc(S(=O)(=O)NCc3ccc4c(c3)OCO4)ccc2F)c1C	-22%	.	3%
O=S(Cc1ccccc1)CC(O)(c1ccc(Cl)cc1)c1ccc(Cl)cc1 (stereo not given)	?	-1%	3%
Cn1c(=O)c2c(nc(SCC(=O)OCc3ccccc3)n2C)n(C)c1=O	0%	21%	8%
O=C(CN1CCN(c2ccccn2)CC1)Nc1ccccc1C(=O)Nc1ccccc1	?	-8%	4%
COc1cc2c(cc1NC(=O)CN1CCN(S(=O)(=O)c3ccc(F)cc3)CC1)oc1ccccc12	?	5%	3%
COc1ccc(CNCCCSc2nnnn2-c2ccccc2)cc1	?	.	-1%
CCn1ccnc1C(O)c1ccccc1OC (stereo not given)	5%&-6%	2%	1%&2%
Cc1ccc(S(=O)(=O)Nc2nnc(CC(C)(C)C)s2)cc1	-1%	24%	.
Cc1ccccc1-n1nc(-c2cccnc2)cc1C(=O)NN	-10%	2%	10%
CCOc1ccccc1C(=O)Nc1ccc2nc3n(c(=O)c2c1)CCCCC3	2.6µM*	-1%	2%
CC(Sc1nnc(CC(=O)Nc2ccccc2F)n1C)C(=O)Nc1nccs1 (stereo not given)	-26%	0%	0%
Cc1cc(NC(=O)CC(C)C)c(=O)n(Cc2c(F)cccc2Cl)c1	?	1%	.
CCN(CC)C(=S)SCc1csc(CC(=O)Nc2ccccc2C)n1	?	-3%	0%
COc1cc(OC)c(C(=O)NCc2nc(-c3ccccc3)no2)cc1OC	?	.	10%
Cc1ccccc1NC(=O)c1nc(S(C)(=O)=O)ncc1Cl	2.3µM*	-6%	3%
COc1ccc(/C=N/NC(=O)CCCOc2ccc(Cl)cc2Cl)cc1[N+](=O)[O-]	16µM*	-9%	3%
CSc1ccc(S(=O)(=O)NCCOc2ccccc2C)cc1	?	3%	-8%
Cc1ccc(C)c(N2CN(Cc3ccco3)CNC2=S)c1	7%	1%	-1%
O=S(=O)(Cc1ccccc1)N1CCN(c2ccccc2)CC1	-8%	14%	-6%
Cc1ccc(-c2nnc(OCC3CCCO3)c3ccccc23)cc1 (stereo not given)	18µM*	-2%	9%
Cc1c(-c2nc(-c3ccc(C(C)(C)C)cc3)no2)n(C)oc1=O	?	27%	3%
CCC(Nc1ccc(-c2nc(-c3ccccn3)no2)cc1[N+](=O)[O-])c1ccccc1 (stereo not given)	?	.	6%
COc1cc(NC(=O)CCS(=O)(=O)c2ccc3c(c2)CC(=O)N3C)cc(OC)c1OC	-14%	.	-3%
COc1ccc(SCc2noc(C(=O)NCC3CCCO3)c2C(=O)O)cc1 (stereo not given)	1%	16%	8%
CCOc1ccc(/C=C2\SC(=S)N(NS(=O)(=O)c3ccccc3)C2=O)cc1OC	10%	-17%	.
COc1ccc(NC(=O)N2CCCC2C(=O)Nc2ccccc2)cc1 (stereo not given)	1%	-5%	0%
CCOC(=O)C1(CCOc2ccccc2)CCN(Cc2cccc3nonc23)CC1	?	-18%	-3%
CCCCOCCOCCOCc1cc2c(cc1CCC)OCO2	?	-22%	-4%&11%
Cc1ccc(C(=O)OCC(=O)N(C)c2ccccc2)c(C)c1	-14%	7%	1%[0.0935 µM]
CCN(CC)S(=O)(=O)c1ccc(N2CCOCC2)c(NC(=O)CC(C)(C)C)c1	13%	14%	0%
CC(C)Cc1nc(SCc2cccnc2)c2c(=O)n(C)c(=O)n(C)c2n1	?	4%	5%
CNC(=S)N(CCCO)Cc1cc2cc3c(cc2[nH]c1=O)OCO3	-3%	11%	.
Cc1ccc(CC2S/C(=N/c3ccccn3)NC2=O)cc1 (stereo not given)	-15%	14%	1%
N#Cc1cc(C(=O)c2cc(Br)ccc2O)cn(C2CCCCC2)c1=O	20µM*	-1%	7%
O=C(Cn1cnc2ccccc2c1=O)NCc1ccco1	12%	0%	7%
COc1ccccc1-c1cc(C(=O)N/N=C/c2cccs2)c2ccccc2n1	?	?	4%
CCN(CC(=O)Nc1cc(Cl)ccc1C)C(=O)C1CC1	1%	.	0%
CN(C)S(=O)(=O)c1cccc(NC(=O)CSc2cccc3cccnc23)c1	3.3µM*	-2%	13%
CCCCn1c2nc3ccccc3nc2c2c(=O)n(C(C)CC)cnc21 (stereo not given)	23µM*	-1%	3%
C/C(=N\Nc1ccccc1[N+](=O)[O-])c1ccc(N2CCOCC2)cc1	-14%	7%	13%

An excerpt of the results above:
SMILES	TDP1 cell noCPT	N370S GC	TDP1 block
Cc1ccc(C(=O)OCC(=O)N(C)c2ccccc2)c(C)c1	-14%	7%	1%[0.0935 µM]
CCN(CC)S(=O)(=O)c1ccc(N2CCOCC2)c(NC(=O)CC(C)(C)C)c1	13%	14%	0%
CC(C)Cc1nc(SCc2cccnc2)c2c(=O)n(C)c(=O)n(C)c2n1	?	4%	5%
CNC(=S)N(CCCO)Cc1cc2cc3c(cc2[nH]c1=O)OCO3	-3%	11%	.
Cc1ccc(CC2S/C(=N/c3ccccn3)NC2=O)cc1 (stereo not given)	-15%	14%	1%
N#Cc1cc(C(=O)c2cc(Br)ccc2O)cn(C2CCCCC2)c1=O	20µM*	-1%	7%
O=C(Cn1cnc2ccccc2c1=O)NCc1ccco1	12%	0%	7%
COc1ccccc1-c1cc(C(=O)N/N=C/c2cccs2)c2ccccc2n1	?	?	4%
CCN(CC(=O)Nc1cc(Cl)ccc1C)C(=O)C1CC1	1%	.	0%
CN(C)S(=O)(=O)c1cccc(NC(=O)CSc2cccc3cccnc23)c1	3.3µM*	-2%	13%
CCCCn1c2nc3ccccc3nc2c2c(=O)n(C(C)CC)cnc21 (stereo not given)	23µM*	-1%	3%
C/C(=N\Nc1ccccc1[N+](=O)[O-])c1ccc(N2CCOCC2)cc1	-14%	7%	13%

Record cards (already shown). Screens in order: TDP1 cell noCPT, N370S GC, TDP1 block
C/C(=N\Nc1ccccc1[N+](=O)[O-])c1ccc(N2CCOCC2)cc1 across the screens: -14%, 7%, 13%
Cc1ccc(C(=O)OCC(=O)N(C)c2ccccc2)c(C)c1 across the screens: -14%, 7%, 1%[0.0935 µM]

Continuation:
SMILES	TDP1 cell noCPT	N370S GC	TDP1 block
CCn1cc(SCC(=O)N2CCc3ccccc32)c2ccccc21	21µM*	12%	0%
O=C(CS(=O)(=O)c1ccccc1)Nc1ncc([N+](=O)[O-])s1	-9%	-10%	12%
Cc1ccc(S(=O)(=O)N(CC(=O)Nc2cccc([N+](=O)[O-])c2)C(=O)N2CCN(C)CC2)cc1	-8%	-2%	.
COc1ccc(NC(=O)c2c(NCc3cccc(OC)c3)sc3c2CCCC3)cc1	23µM*	.	8%
O=C(O)C1CCCCC1C(=O)Nc1nc(-c2cccs2)cs1 (stereo not given)	-16%	1%	4%
CCOC(=O)N1CCN(S(=O)(=O)N2CCCC(C(=O)NCCCN3CC(C)CC(C)C3)C2)CC1 (stereo not given)	22%	-6%	5%
COc1ccc(OC)c(Nc2c3ccccc3nc3ccccc23)c1	6.5µM*	-11%	.
COc1ccc(Nc2ccc(S(=O)(=O)N3CCCCCC3)cc2[N+](=O)[O-])cc1	23µM*	?	11%
CC[C@]12c3[nH]c4ccc(Cl)cc4c3CCN1C(=O)[C@@H](CC(=O)NCCCn1ccnc1)C[C@@H]2C(=O)N1CCN(C(=O)C2CC2)CC1	-14%	.	1%[56.1 µM]
CCOC(=O)c1c(C)[nH]c(C(=O)CSc2nc(C)cc(C)n2)c1C	21µM*	-15%	2%
COc1cc(C(=O)NNc2nc3cc4c(cc3s2)OCO4)cc(OC)c1OC	?	3%	3%
CC(C)C(C)(C#N)NC(=O)CN1C(=O)NC2(CCCc3ccccc32)C1=O (stereo not given)	13%	-3%	1%
COc1ccc(CC2(CO)CCN(S(=O)(=O)c3cccc4cccnc34)CC2)cc1	1%	-2%	.
CCOCC(=O)Nc1ccccc1C(=O)N1CCOCC1	-5%	10%	-3%
CCCCC(=O)Nc1ccc2c3c(cccc13)CC2	?	3%	0%
O=C(O)c1ccccc1/C=N/NC(=S)NC1CCCCC1	0%	8%	.
CCOC(=O)C1=C(COC(=O)CCc2ccc(F)cc2)NC(=O)NC1C (stereo not given)	-7%	.	0%
CC1CCN(C(=O)c2cc(N3C(=O)C4C5CCC(C5)C4C3=O)ccc2Cl)CC1 (stereo not given)	.	11%	9%
COc1ccc(N2C(=O)CC(Sc3nc(C)cc(C)c3C#N)C2=O)cc1 (stereo not given)	-17%	1%	0%[56.1 µM]
CCCS(=O)(=O)c1nc(S(=O)(=O)c2ccc(C)cc2)c(NCCCn2ccnc2)s1	21%	-1%	7%
COc1ccc(Cc2nnc(NC(=O)c3cccs3)s2)cc1	-11%	9%	-2%
CC(C)NC(=O)COC(=O)c1ccc(Cl)c(S(N)(=O)=O)c1	-8%	-1%	3%
CCn1cc(Cl)c(C(=O)Nc2ccc(OC)c(OC)c2)n1	-9%	6%	-8%
Cc1c(NC(=O)c2ccc(Br)s2)c(=O)n(-c2ccccc2)n1C	-2%	1%	8%
CCOc1ccc(-c2cc(CCCC(=O)Nc3cc(OC)ccc3OC)no2)cc1	?	-10%	3%
O=C(N/N=C/c1ccc(C(=O)O)cc1)C1=NNC(c2ccccc2)(c2ccccc2)C1	-3%	-7%	3%
N#CC(=C=[N-])/C=C(\C(=O)c1ccccc1)[n+]1ccccc1	-19%	-11%	0%
Cc1cc2c(cc1S(=O)(=O)Nc1ccc(F)cc1)n(C)c(=O)c(=O)n2C	-4%	-2%	.
COC(=O)Cc1c[nH]c2cccc(OCC(O)CN(Cc3ccc([N+](=O)[O-])cc3)C(C)(C)C)c12 (stereo not given)	18µM*	?	10%
CC1(C)CC(=O)C2=C(C1)Nc1cc(Cl)ccc1S2	?	5%	.
COc1ccc(N(C(=O)c2ccco2)C(C(=O)NC2CCCC2)c2cccs2)cc1 (stereo not given)	?	4%	2%
O=c1c2cc3c(cc2n(Cc2ccc(F)cc2)c(=O)n1Cc1nc(-c2ccccc2)no1)OCO3	-8%	.	0%
Cc1sc(NC(=O)CN2CCCC2)nc1-c1ccc2c(c1)CCN2C(=O)c1cccc(F)c1	16µM*	-10%	14%
O=C(NC(NC1CCS(=O)(=O)C1)C(Cl)(Cl)Cl)c1cccc(Cl)c1 (stereo not given)	-19%	0%	4%
Cc1cc(C)c(OCCCCN(C)Cc2ccccc2)c(C)c1	23µM*	-8%	.
CN1/C(=C\C(=O)CSc2nnc(NCc3ccccc3)s2)C(C)(C)c2ccccc21	?	23%	10%
Cc1nn(-c2ccc(Cl)cc2)c(=O)c2ccccc12	?	13%	3%
COc1cc(NC(=O)C(c2ccccc2)c2ccccc2)c(C(=O)O)cc1OC	9%	1%	3%

These rows are one share of the data; the hit share may differ from the screen's.
